Bioassay records (PubChem)
D1 potentiator = enhances dopamine response at the human D1 receptor | P21728 | potentiation, % at 10 µM | AID 504651 | 0.036% of 360,000 active | HEK293 TREx D1 cells, calcium flux, dopamine EC20 potentiation; in the data active means potentiation above about 30%; further: 0% is about no effect
Target sequence (P21728 whole entry, looked up): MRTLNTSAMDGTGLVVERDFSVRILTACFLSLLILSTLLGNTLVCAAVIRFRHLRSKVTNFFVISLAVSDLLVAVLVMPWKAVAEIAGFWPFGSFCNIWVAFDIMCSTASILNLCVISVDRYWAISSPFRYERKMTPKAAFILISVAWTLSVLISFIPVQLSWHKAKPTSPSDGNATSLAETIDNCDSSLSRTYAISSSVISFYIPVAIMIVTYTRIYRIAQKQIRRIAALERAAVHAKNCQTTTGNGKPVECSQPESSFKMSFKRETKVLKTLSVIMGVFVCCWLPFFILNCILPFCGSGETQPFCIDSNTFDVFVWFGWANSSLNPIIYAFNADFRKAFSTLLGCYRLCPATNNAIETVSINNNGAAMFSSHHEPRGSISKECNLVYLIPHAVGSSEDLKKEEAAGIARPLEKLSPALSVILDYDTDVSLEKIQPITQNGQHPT
RXFP1 antag = RXFP1 (human) relaxin receptor antagonism; Q9HBX9; HEK293-RXFP1, relaxin-stimulated cAMP HTRF, 30 min; stronger effect = lower value; activity change, negative = inhibition, % at 57.5 µM; 0.59% of 350,000 active;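 active means activity change of -60% or lower, but not beyond a set lower limit; inconclusive means change between -60% and -40%, or beyond the set limit; inactive means change above -40%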; further: on the % scale 0 is the no-effect control and ±100 the full control effect
Vif-APOBEC3G blk = inhibitors of Vif-APOBEC3G interaction; Q9HC16; HeLa A3G-eYFP + Vif (tagged APOBEC3G with the HIV-1 protein that degrades it), YFP fluorescence, overnight; Potency, µM (doses to about 46.1 µM), for the others: at the top dose activity, negative = active, most hits filed as inhibitors; 0.076% of 410,000 active; AID 602310;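 further: potency means the concentration at half of the fitted maximal effect; on the % scale 0 is the no-effect control and ±100 the full control effect; nearly all actives have a fitted effect of over 60% in size; hits raise eYFP signal because A3G escapes Vif-driven loss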
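Read-out is eYFP fluorescence (Ex 488/Em 500-530) from Vif-expressing HeLa A3G-eYFP cells; more signal means A3G escaped Vif-mediated degradation. Cells plated overnight, compound pinned in, incubated overnight at 37 deg C.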
D1 antagonist = blocks dopamine activation of the human D1 receptor; P21728; activity change, negative = inhibition, % at 10 µM; HEK293 TREx D1 cells, calcium flux, dopamine EC80; stronger effect = lower value; 3.2% of 360,000 active; in the data active means activity change below about -30%; further: on the % scale 0 is the no-effect control and ±100 the full control effect
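Tetracycline-induced HEK293 Trex D1 cells, force-coupled to calcium, dye-loaded; compounds added and read 180 s, then EC80 dopamine added and calcium flux tracked kinetically another 180 s.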
Vif-A3F inh = inhibitors of Vif-A3F interaction; HeLa A3F-eYFP + Vif (tagged APOBEC3F with the HIV-1 protein that degrades it), YFP fluorescence increase; Potency, µM (series often up to 46.1 µM), for inactives: at the top dose activity, negative = active; 0.2% of 390,000 active; further: potency means the concentration at half of the fitted maximal effect; % of control where 0% means no effect; nearly all actives have a fitted effect of over 65% in size
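Fluorescence increase (Ex 488/Em 500-530) after overnight compound treatment at 37 deg C flags inhibition of Vif-driven A3F-eYFP loss in stable HeLa A3F-eYFP/Vif cells seeded overnight beforehand.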
D2 potentiator = positive allosteric modulators of human D2 dopamine receptor | P14416 | HEK293 T-REx D2, calcium flux, EC20 dopamine potentiation | potentiation, % at 10 µM | 0.34% of 340,000 active | AID 485347;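 active means potentiation over 3 SD above the plate norm, cut at about 30% in these data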; further: 0% is about no effect
Target sequence (P14416 whole entry, looked up): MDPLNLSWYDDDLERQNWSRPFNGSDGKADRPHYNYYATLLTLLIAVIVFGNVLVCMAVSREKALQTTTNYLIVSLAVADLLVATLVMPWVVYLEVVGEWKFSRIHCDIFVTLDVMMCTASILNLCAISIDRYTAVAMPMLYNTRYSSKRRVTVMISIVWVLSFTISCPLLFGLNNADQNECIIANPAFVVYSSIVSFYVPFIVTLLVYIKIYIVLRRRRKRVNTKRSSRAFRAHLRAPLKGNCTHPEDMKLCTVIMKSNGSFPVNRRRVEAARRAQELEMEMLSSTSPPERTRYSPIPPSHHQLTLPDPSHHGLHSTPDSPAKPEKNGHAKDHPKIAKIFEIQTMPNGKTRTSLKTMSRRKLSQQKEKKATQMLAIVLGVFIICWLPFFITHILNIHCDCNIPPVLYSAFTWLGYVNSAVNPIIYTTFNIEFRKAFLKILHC
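Primary screen. Calcium kinetics in induced HEK293 T-REx D2 cells: compound pre-addition 180 s, EC20 dopamine, 180 s more.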
Glioma ERSR ind = inducers of ER stress response in human glioma cells; U87-MG GRP78 promoter luciferase reporter, 16 h; Potency, µM, for the others: top-dose activation, hits mostly activators; 0.02% of 420,000 active; further: potency means the concentration at half of the fitted maximal effect; series mostly up to about 76 µM; % of control where 0% means no effect; nearly all actives have a fitted effect of over 35% in size
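Stably transfected U87-MG human glioma cells carrying a GRP78-based luminescent sensor were seeded at 1000 cells/well, pin-dosed with compounds and incubated 16 h. Luciferase reagent was then added, and end-point luminescence was read after 10 min at room temperature.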
RXFP1 ag = agonists of human relaxin receptor RXFP1 | Q9HBX9 | HEK293T-RXFP1 cAMP TR-FRET, 30 min; response scale: percent of porcine relaxin response, buffer zero | Potency, µM (series often up to 57.5 µM), without a hit: at the highest dose activation, usual class: activators | 0.3% of 370,000 active; further: potency means the concentration at half of the fitted maximal effect; on the % scale 0 is the no-effect control and ±100 the full control effect; nearly all actives have a fitted effect of over 60% in size; many of its hits are not listed in these tables
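Agonist response is measured as cAMP accumulation in an RXFP1-transfected HEK293T line under PDE4 inhibition. Values are scaled between buffer-only and 29 nM porcine relaxin, and EC50s come from standard Hill equation fits.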
D1 ag = agonists of human D1 dopamine receptor; HEK293 T-REx D1 cells, calcium flux, agonist mode; activation, % at 2 µM; 1% of 360,000 active; in the data active means activation above about 30%; further: 0% is about no effect
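Agonism was scored from calcium flux recorded over 180 s (1 read/s) after pintool compound addition, following a 10-cycle baseline. Cells were inducible force-coupled HEK293 TREx D1, plated overnight at 30 C and loaded with no-wash calcium dye.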
* hit, by the source's call; ? = inconclusive; nt = no result given; & = joins results of further samples; ! = a repeat was not active. Unless noted, the call rests on the fitted dose curve; in most records, active means well fitted curve in the direction sought with a large enough effect; inconclusive means small, poorly fitted or top-dose-only effect, or another doubt; inactive means no such curve, though single readings can be large; an effect the other way counts as inactive or inconclusive. Only part of the results is shown, so the mix of outcomes need not match the whole.

SMILES,D1 potentiator,RXFP1 antag,Vif-APOBEC3G blk,D1 antagonist,Vif-A3F inh,D2 potentiator,Glioma ERSR ind,RXFP1 ag,D1 ag
COc1ccc(N(CC(=O)NC2CCCCC2)C(=O)c2ccc(C)s2)c(OC)c1,nt,0,-2%,-35*,4%,nt,-1%,2.6%,1
COc1ccccc1N1CCN(C(=O)c2cc3c(-c4ccc(Cl)cc4)nn(C)c3s2)CC1,nt,nt,-10%,8,-1%,-12,-1%,0.1%,4
Cc1cccc(NC(=O)c2cccc(S(=O)(=O)Nc3c(C)n(C)n(-c4ccccc4)c3=O)c2)c1,nt,3,-10%,nt,-6%,nt,-3%,nt,nt
COc1ccc(OC)c(S(=O)(=O)CC(O)CS(=O)(=O)c2ccccc2)c1 (centres undefined),0,-2,1%,6,2%,8,0%,-1.5%,2
CC1(C(=O)Nc2ccccc2)Cc2ccccc2C(=O)O1 (centres undefined),5,-5,6%,1,-21%,0,-5%,0.0%,3
Cc1c(Cl)cccc1NC(=O)CNC(=O)CCS(=O)(=O)c1ccc(F)cc1,1,6,1%,-9,2%,-17,-6%,-1.1%,1
CC1CCCCC1NC(=O)C(Cc1ccccc1)NS(=O)(=O)c1cccs1 (centres undefined),0,-20,-1%,0,1%,12,-1%,-1.7%,1
CCn1ccnc1CNC(=O)CC1C(=O)NCCN1Cc1ccc(OC)cc1OC (centres undefined),4,3,-2%,-3,0%,-10,0%,-1.4%,3
COc1ccc(OC)c(NC(=O)CN2CCCN(Cc3ccccc3Cl)S2(=O)=O)c1,5,-14,5%,-9,1%,6,-4%,2.9%,8
CCNc1c([N+](=O)[O-])c(=O)n(CC)c2ccccc12,-5,8,-6%,3,-14%,-10,-2%,-2.2%,-1
CCOC(=O)c1cc2c(=O)n3ccccc3nc2n(C(C)C)c1=NC(=O)c1ccco1,1,-8,-1%,9,-2%,-2,0%,4.6%,-1
N#Cc1ccc(CO/N=C/c2ccccc2)cc1,-1,-3,1%,11,-7%,-11,1%,0.7%,5
CNc1ccc([N+](=O)[O-])cc1C(=O)O,5,1,-7%,6,2%,-2,-3%,-5.2%,0
Cc1ccc(C)c(C(=O)CCC(=O)OCn2nnc3ccccc3c2=O)c1,-4,-11,-1%,-64*,1%,-8,3%,2.7%,2
CN1CCN(c2nc(-c3cccs3)cc(C(F)(F)F)n2)CC1,-14,-17,0%,31,-11%,-15,-3%,1.4%,6
CCCCC1=CC2=CC(=O)C(C)(OC(=O)CC)C(=O)C2=CN1Cc1ccccc1 (centres undefined),-1,nt,-3%,-4,0%,8,-2%,7.4%,3
COc1ccc(OCc2nnc(SCC(=O)NC3CCCCC3)o2)cc1,nt,-8,-5%,16,-1%,2,11%,1.9%,1
CCOc1ccc2nc(NC(=O)CSc3nc4c(c(=O)n(C)c(=O)n4C)n3CC)sc2c1,4,-2,0%,12,-3%,1,-2%,1.1%,2
N#CCC(=O)N/N=C/c1ccc(OS(=O)(=O)c2ccccc2)cc1,-6,-1,-8%,0,2%,-8,-2%,-0.5%,3
OC(COCc1ccccc1)CN1CCN(Cc2ccc3c(c2)OCO3)CC1 (centres undefined),-2,7,3%,6,-5%,-7,-6%,-0.7%,2
Oc1ccc(C=NC2CCCCC2)cc1,-8,3,-1%,-35*,0%,9,-4%,0.7%,1
O=C(NCCc1c[nH]c2ccccc12)C(=O)c1c[nH]c2ccccc12,-3,-9,?,-19,-1%,1,0%,3.1%,2
O=c1[nH]c(C2CCN(S(=O)(=O)c3cccc([N+](=O)[O-])c3)CC2)nc2c1nnn2Cc1ccccc1,-6,-13,-6%,-26,-17%,3,1%,1.1%,5
O=C(O)[C@@H]1CCCN1C(=O)c1ccccc1N1C(=O)[C@@H]2Cc3c([nH]c4ccccc34)C(c3cccc(Cl)c3)N2C1=O (some centres undefined),-1,nt,-5%,5,-5%,-9,0%,-0.1%,1
CCCC(=O)Nc1nnc(SCc2cc(=O)c3ccc(C)cc3[nH]2)s1,-3,0,3%,-19,-7%,-5,-1%,-0.4%,3
Cc1[nH]n(-c2ccccc2)c(=O)c1C=NC1CCCCCC1,1,1,0%,2,3%,nt,6%,0.9%,3
Cc1cccc(C(=O)Oc2ccc3ccc(O)cc3c2)c1,1,-2,-1%,-5,-1%,5,2%,0.3%,2
N#Cc1ccc(OCC(=O)N2CCCC2=O)cc1,1,11,1%,-1,0%,5,-2%,5.6%,2
COC(=O)c1ccc(NC(=O)COc2cccc3c2OC(C)(C)C3)cc1,-1,8,-7%,6,-7%,22,-2%,0.0%,5
Cc1cc(NC(=O)CSc2nc(CCC3CCCC3)nc3ccccc23)no1,4,4,-7%,-5,4%,-4,6%,7.6%,0
FC(F)(F)c1ccnc(NCc2ccc(Cl)cc2)n1,2,-5,0%,1,6%,1,-4%,3.2%,2
Nc1nc(SCC(=O)N2CCN(S(=O)(=O)c3ccc(Cl)cc3)CC2)n[nH]1,5,-5,2%,16,1%,9,1%,3.9%,2
COC(=O)c1ccc(-n2cncn2)c(F)c1,2,14,4%,-14,-8%,14,-5%,-4.8%,5
Cc1noc(/C=C/N(C)C)c1S(=O)(=O)N1CCCC(C(=O)Nc2ccc3c(c2)OCO3)C1 (centres undefined),-7,-2,-1%,2,-3%,-1,-3%,2.0%,4
COC(=O)C1=C(N)OC2=C(C(=O)CC(C)(C)C2)C1c1ccccc1OC (centres undefined),-5,nt,0%,17,-1%,3,0%,3.2%,2
C=CCCN([C@@H](C)C(=O)OC)S(=O)(=O)c1ccccc1Br,-7,nt,0%,-3,1%,0,1%,0.0%,0
CCC(C)(c1ccc(C(=O)OC)s1)c1ccc(C(=O)OC)s1,-2,-29,0%,1,9%,9,-2%,-0.6%,-1
Cc1ccc2nc(C)cc(N/N=C/c3ccccc3O)c2c1,-8,-9,2%,8,-7%,-2,5%,1.2%,-3
COc1ccc2c(c1)c(N=NC(N)=S)c(O)n2CC(=O)c1ccccc1,-4,5,-1%,-4,3%,1,0%,5.4%,3
CC(C)(C)c1ccc(C(=O)NNc2ncnc3c2cnn3-c2ccccc2)cc1,-1,-11,2%,1,-6%,20,-4%,-2.7%,-1
CCc1ccc(N(CC(=O)NCC2CCCO2)C(=O)CCC(=O)Nc2nccs2)cc1 (centres undefined),-1,-26,-3%,1,7%,-2,-1%,-0.1%,1
Cc1ccc2[nH]c3c(c2c1)CN(C(=O)CN(C)CC1OCCO1)CC3,-3,-6,0%,14,-3%,-2,-2%,1.1%,5
CNc1oc(Cc2ccccc2)nc1S(=O)(=O)c1ccccc1,-1,1,2%,-30,-5%,-2,-2%,1.1%,-2
O=C(Nc1ccccc1C(=O)NC1CC1)c1ccc([N+](=O)[O-])o1,4,10,?,-3,?,16,?,3.6%,3
Cc1[nH]nc2c1C(c1cccs1)C(C#N)=C(N)O2 (centres undefined),-5,-7,-11%,28,-1%,-8,-3%,0.6%,-1
CCCCn1c(-c2sccc2C)n[nH]c1=S,-1,-17,-5%,4,-18%,nt,-1%,14%,2
COc1ccccc1NS(=O)(=O)c1ccc(C(=O)NCc2ccco2)cc1,nt,1,4%,nt,7%,nt,-2%,nt,nt
CC(C)(C)c1nnc(NC(=O)CS(=O)(=O)Cc2ccccc2)s1,1,-8,2%,2,3%,0,2%,1.0%,2
CCC(C)(C)C1CCC2(CC1)NC(=O)N(CC(=O)N1CCN(C(=O)c3ccco3)CC1)C2=O (centres undefined),-2,-3,3%,16,5%,-8,-5%,-0.6%,-1
CC(=O)NC(CC(=O)Oc1ccc(C)cc1Br)c1ccccc1 (centres undefined),-7,6,-1%,-12,-2%,nt,-3%,2.8%,3
CCc1ccccc1N1CC23C=CC(O2)C(C(=O)OCC(C)C)C3C1=O (centres undefined),-3,-7,3%,-3,2%,2,-1%,0.3%,1
O=C1C2ON(c3ccccc3)C(c3ccncc3)C2C(=O)N1c1ccc(Br)cc1 (centres undefined),3,4,3%,-10,-1%,-1,-2%,0.1%,5
CC(C)CCNC(=O)c1cn(C)c2ccc(S(=O)(=O)N3CCOCC3)cc2c1=O,3,-4,2%,-9,-4%,4,-4%,1.4%,-1
Cc1oc(-c2ccccc2Cl)nc1CS(=O)(=O)CC(=O)NCCN1CCOCC1,-4,-4,3%,-3,5%,1,-4%,2.2%,2
CC[C@H](C)[C@@H](CN[C@H](CCCCNC)CNC)NCC1CCCC1,0,nt,2%,-2,-11%,-6,-4%,-1.9%,0
O=S(=O)(Nc1nc2ccccc2nc1NCC1CCCO1)c1cccs1 (centres undefined),-6,5,-1%,-23,4%,-7,-3%,4.7%,2

Look-ups from above:
O=S(=O)(Nc1nc2ccccc2nc1NCC1CCCO1)c1cccs1 (centres undefined) in D1 ag = 2
O=C1C2ON(c3ccccc3)C(c3ccncc3)C2C(=O)N1c1ccc(Br)cc1 (centres undefined) in Vif-A3F inh = -1%

Continued:
SMILES,D1 potentiator,RXFP1 antag,Vif-APOBEC3G blk,D1 antagonist,Vif-A3F inh,D2 potentiator,Glioma ERSR ind,RXFP1 ag,D1 ag
COc1ccc(CC(=O)N2CCC(Nc3nc4ccccc4n3Cc3ccc(F)cc3)CC2)cc1,0,3,5%,5,6%,3,-3%,0.6%,-1
Cc1cccc(OC(C)C(=O)N2CCC(c3nc4ccccc4o3)CC2)c1C (centres undefined),0,-63*,2%,-3,1%,16,-3%,-0.5%,1
CN(C)S(=O)(=O)n1cc(/C=C(\NC(=O)c2ccccc2F)C(=O)NCCCn2ccnc2)c2ccccc21,11&1,-8,1%&0%,-38*!,-6%&7%,-2&6,0%&2%,1.0%&-1.7%,3&0
COc1ccc(CC(=O)N/N=C/c2cc(Br)cs2)cc1OC,-13,5,0%,-16,3%,-9,-2%,0.1%,2
